# LMNA splice mod: qHTS Assay for Modulators of Lamin A Splicing; Potency, µM (doses to about 46.1 µM), without a hit: at the top dose ratio change, negative = inhibition, most hits filed as inhibitors; HeLa LMNA splicing GFP/RFP minigene ratio, 48 h; hit rate 0.01% among 200,000; AID 1487, 2009; active = well fitted inhibition curve with a large enough effect in the signal ratio, with a control signal flat, not every such curve was filed as active; inconclusive = small, poorly fitted or top-dose-only effect, or effect the other way, or a change in a side signal; the % refers to the signal ratio
#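 S3 HeLa stable clones carrying a lamin A-EGFP splicing minigene plus DsRed2 were seeded at 600 cells/well in Opti-MEM with 2% FBS, pin-dosed and incubated 48 h at 37°C. Acumen cytometry (488 nm) gave the GFP/RFP total-intensity ratio.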
# * hit, by the source's call; u = inconclusive; [ ] = another dose, or the depositor's remark. % is scaled to controls: 0 for no effect and ±100 for the full control effect; potency is read from the fitted curve at half-maximal effect.
SMILES	LMNA splice mod
Cc1c(CCNC(=O)c2ccc(Br)o2)sc2nc(-c3ccc(Cl)cc3)nn12	-21%[46 µM]
COc1ccc(S(=O)(=O)NCCc2sc(-c3ccccc3)nc2C)cc1OC	-18%[46 µM]
COc1ccccc1NC(=O)C1=C(C)Nc2ncnn2C1c1cccn1C (stereo unspecified)	-19%[46 µM]
Cc1noc(/C=C/c2ccccc2F)c1S(=O)(=O)N1CCC(C(=O)NCC(C)c2ccccc2)CC1 (stereo unspecified)	17%[46 µM]
Cc1cc(C)c(S(=O)(=O)NCC(c2ccc(N(C)C)cc2)N2CCOCC2)c(C)c1 (stereo unspecified)	-3%[46 µM]
COc1ccc(NC(=O)C(=O)NCC(c2cccnc2)N2CCc3ccccc32)cc1OC (stereo unspecified)	9%[46 µM]
O=C(Nc1cccc(C(F)(F)F)c1)c1cc2ccc3cccnc3c2[nH]1	-4%[46 µM]
COc1ccc(Cn2c(SCc3ccc(C(=O)NC4CCCCC4)cc3)nc3cccnc32)cc1	u
CCC(C)NC(=O)Cn1c(=O)cc(-c2ccccc2)c2c(C)nn(C)c21 (stereo unspecified)	u
CCN(CC)CCNc1ncnc2c1cnn2-c1cc(Cl)ccc1C	-5%[46 µM]
Cc1ccc(NC(=O)CSc2nc3ccccc3c3nc(CCc4c(C)n[nH]c4C)nn23)c(C)c1	11%[46 µM]
Cc1ccc(CNC(=O)CCC(=O)N2CC3CCCN3c3ccccc32)cc1 (stereo unspecified)	16%[46 µM]
CN(C)c1ccc(CNc2nc(-c3ccco3)nn2S(C)(=O)=O)cc1	3%[46 µM]
O=C(Nc1ccccc1Cl)N1CCC(CN2CCCC2)CC1	5%[46 µM]
Cc1ccc(C)c(S(=O)(=O)NCCc2csc(-c3ccc(Cl)cc3)n2)c1	u
COc1ccc(NC(=O)Cc2csc(COc3cccc(C)c3)n2)cc1OC	2%[46 µM]
O=C(NCc1cccc(Cl)c1)c1c2c(nc3ccccc13)C(=O)N(C1CCCCC1)C2	1%[46 µM]
CC1Cc2cc(S(=O)(=O)NCc3ccc(Cl)cc3)ccc2N1C(=O)C1CCC1 (stereo unspecified)	1%[46 µM]
Cc1ccccc1CNC(=O)CCCn1c(=O)c2cccn2c2ccccc21	u
Cc1nc2ccn(Cc3cccs3)c(=O)c2cc1C(=O)N1CCN(c2ccc(F)cc2)CC1	u
CCOC(=O)C(=O)Nc1nnc2n1CCS2	u
CC(=O)c1c(C)oc2c(Br)cc(NS(=O)(=O)c3ccc(Br)cc3)cc12	12%[46 µM]
Cc1ccc(Cl)cc1NC(=O)N1CCC(CN2CCCCCC2)CC1	-5%[46 µM]
O=C(CSc1n[nH]c(-c2ccccc2Cl)n1)NCc1ccc(F)cc1	u
CCc1ccc(Nc2nc(-c3cc4cccc(OC)c4oc3=O)c(CC)s2)cc1	-1%[46 µM]

# New compounds follow.
SMILES	LMNA splice mod
Cc1cccc(CNC(=O)Cn2nc(C)c3nn(-c4ccc(Cl)cc4)c(C)c3c2=O)c1	-5%[46 µM]
Cc1ccc(CCNC(=O)CCn2nc(-c3ccccc3)ccc2=O)cc1	-17%[46 µM]
Cc1nn(-c2ccc(N3CCOCC3)nn2)c(C)c1CCC(=O)NCc1ccc(Cl)cc1	-8%[46 µM]
CCN(C(=O)CSc1nc2ccccc2n1CC(=O)Nc1cccc(C#N)c1)c1ccccc1	u
CC(C)c1nn2c(=O)cc(COC(=O)c3ccc4c(c3)OCO4)nc2s1	-15%[46 µM]
CC(=O)c1ccc(NC(=O)Cn2c(=O)cc(C)c3c(C)nn(-c4cccc(F)c4)c32)cc1	10%[46 µM]
O=C(C1CCC(Cn2c(=O)c3sccc3n(Cc3ccc(F)cc3)c2=O)CC1)N1CCOCC1 (stereo unspecified)	-4%[46 µM]
O=C(Nc1cccc(Cl)c1Cl)c1cc(S(=O)(=O)N2CCCc3ccccc32)ccc1F	-9%[46 µM]
CCC(C)NC(=O)CSc1nc2cc3c(cc2c(=O)n1CCCC(=O)NCc1ccc2c(c1)OCO2)OCO3 (stereo unspecified)	7%[46 µM]
COc1ccc(N2CCN(S(=O)(=O)c3ccc(-c4ccno4)cc3OC)CC2)cc1	u
Cc1ccc(N2CC(NC(=O)c3ccco3)CC2=O)cc1C (stereo unspecified)	8%[46 µM]
O=C(Nc1nnc(-c2cc(Cl)ccc2Cl)o1)c1ccc2c(c1)OCCO2	u
CCOC(=O)CC(=O)CSc1nc2ccccc2c(=O)n1CCc1ccccc1	u
CCN(CC)CCCNC(=O)c1sc2nc3n(c(=O)c2c1C)CCCCC3	14%[46 µM]
Cc1cc(=O)n(CC(=O)NC(C)c2ccccc2)c2c1c(C)nn2C (stereo unspecified)	3%[46 µM]
Cc1cc(Nc2cccc(C(F)(F)F)c2)nc2ccc(NC(=O)c3cccnc3)cc12	u
O=c1c(N2CCN(c3ccc(F)cc3)CC2)csc2ccc(F)cc12	u
Cc1ccc(NC(=O)Cn2cnc3c2c(=O)n(C)c(=O)n3C)cc1C	14%[46 µM]
Cc1ccc(OCC(=O)Nc2cccc(C(=O)OCc3cc(=O)n4c(C)csc4n3)c2)cc1	u
Cc1cccc(OCC(=O)Nc2cccc(OCc3cc(=O)n4cccc(C)c4n3)c2)c1	-10%[46 µM]
COc1ccc(C(=O)NCC(c2cccnc2)N2CCc3ccccc32)cc1OC (stereo unspecified)	22%[46 µM]
COc1ccc(N2CC(NC(=O)C(=O)c3c[nH]c4ccccc34)CC2=O)cc1 (stereo unspecified)	9%[46 µM]
CCOC(=O)CSc1nc2ccc(NC(=O)c3ccccc3)cc2s1	-22%[46 µM]
CCOc1ccc(NC(=O)CSc2nccn2Cc2ccco2)cc1	9%[46 µM]
Cc1cccc(Nc2ncnc3c2cnn3C)c1C	-6%[46 µM]

# Additional compounds:
SMILES	LMNA splice mod
CCC(=O)N1c2ccccc2CC1C(=O)NCc1cccc(C)c1 (stereo unspecified)	1%[46 µM]
COc1cc2c(cc1OC)n(Cc1ccc([N+](=O)[O-])cc1)c(=O)n1nc(-c3ccccc3)nc21	18%[46 µM]
Cc1noc(-c2ccc(-c3noc(-c4cccc(Cl)c4)n3)cc2)n1	10%[46 µM]
O=C(Nc1cccc(Cl)c1)N1CC2CCCN2c2ccccc21 (stereo unspecified)	u
COc1ccc(NC(=O)CSc2nnc(NC(=O)Nc3ccccc3)s2)c(OC)c1	13%[46 µM]
CCNC(=O)C1CCCN(c2nn3cc(-c4ccc(C)cc4)nc3s2)C1 (stereo unspecified)	-6%[46 µM]
COc1ccc(CNc2oc(-c3ccc(COc4ccc(OC)cc4)o3)nc2C#N)cc1	u
CCOc1ccc(C2C(=O)N(C3CCCCCC3)CC(=O)N2CCc2ccc(Cl)cc2)cc1OC (stereo unspecified)	u
Cn1cc(S(=O)(=O)c2cccc(Cl)c2)c(=O)c2cc(F)c(N3CCN(c4ccc(F)cc4)CC3)cc21	7%[46 µM]
CCCOc1ccc(Nc2cc(C)nc(C)n2)cc1	16%[46 µM]
COc1ccc(-c2nnc(SCC(=O)Nc3cccc(C(F)(F)F)c3)s2)cc1	-2%[46 µM]
CCOc1ccccc1CNC(=O)C1CCN(c2nn3cc(-c4ccc(F)cc4)nc3s2)CC1	7%[46 µM]
O=c1c2[nH]c3ccccc3c2nc(SCc2cccc(F)c2)n1-c1ccccc1	u
CCC(=O)Nc1nnc(S(=O)(=O)N2CCc3ccccc32)s1	u
CC(=O)N1CCCc2cc(S(=O)(=O)Nc3ccc(C)c(F)c3)ccc21	-5%[46 µM]
COc1cc(C(=O)NCc2nc3cccnc3n2Cc2ccc(C)cc2)cc(OC)c1OC	u
Cc1ccc(Cn2ccnc2SCC(=O)Nc2nc3ccccc3s2)cc1	u
COC(=O)CCNC(=O)N1CCN(c2nnc(C)c3c(C)n(-c4ccc(Cl)cc4)nc23)CC1	-1%[46 µM]
Cc1ccc(-c2cn3cccnc3n2)cc1NC(=O)C(C)(C)Oc1ccc(Cl)cc1	-4%[46 µM]
COCC(C)NS(=O)(=O)c1ccc(N2CCCCS2(=O)=O)cc1 (stereo unspecified)	19%[46 µM]
COc1ccc(OC)c(NS(=O)(=O)c2ccc3c(c2)CCCN3C(=O)C2CCC2)c1	4%[46 µM]
O=C(CSc1nc2c([nH]c3ccccc32)c(=O)n1-c1ccc(Cl)cc1)N1CCOCC1	u
CN1CCN(C(c2cccc(Br)c2)c2sc3nc(-c4ccco4)nn3c2O)CC1 (stereo unspecified)	-8%[46 µM]
COc1ccc(-n2nc3c(c2NC(=O)C(=O)NCc2ccccc2)CSC3)cc1	-7%[46 µM]
CCCOC(=O)c1cccc(NC(=O)c2c(-c3ccccc3Cl)noc2C)c1	u

# (cont.)
SMILES	LMNA splice mod
COc1ccc(N2CC(NC(=O)c3c(F)cccc3Cl)CC2=O)cc1OC (stereo unspecified)	27%[46 µM]
COC(=O)c1ccc(-n2c(/C=C/c3cc(OC)c(OC)c(OC)c3)nc3cc(Cl)ccc3c2=O)cc1	-5%[46 µM]
COc1ccccc1NC(=O)C(C)Sc1nnc2ccc3ccccc3n12 (stereo unspecified)	u
Fc1ccc(-n2ncc3c(NCCCc4ccccc4)ncnc32)cc1	-8%[46 µM]
O=C(CSc1nc2ccccc2nc1Cc1ccccc1)Nc1ccccc1C(F)(F)F	-3%[46 µM]
CCOC(=O)c1cc(-c2ccc(OC)cc2)n(CCC(=O)NCc2ccc(OC)cc2)c1C	-8%[46 µM]
CCOc1ccccc1NC(=O)Nc1ccc2nc(N3CCN(C)CC3)cc(C)c2c1	u
CCOc1ccc(NC(=O)Cn2c(=O)cc(C)c3c(C)nn(-c4ccc(CC)cc4)c32)cc1	24%[46 µM]
COc1cccc(N2CC(NC(=O)c3ccc(S(=O)(=O)N4CCOCC4)cc3)CC2=O)c1 (stereo unspecified)	u
Cc1cc(C)cc(-n2c(SCC(=O)Nc3cccc(F)c3)nc3c([nH]c4ccccc43)c2=O)c1	17%[46 µM]
COc1ccc(-c2cn3c(n2)sc2cc(C(=O)Nc4ccc(C)cc4C)ccc23)cc1	16%[46 µM]
CCOC(=O)c1cccc(NC(=O)Cn2c(=O)c3cccn3c3ccccc32)c1	u
O=C(c1cccs1)N(Cc1cccnc1)c1nc2c(F)cc(F)cc2s1	1%[46 µM]
O=S(=O)(Nc1ccc(-c2ccc(N3CCCC3)nn2)cc1)c1cc(F)ccc1F	-4%[46 µM]
Cn1cc(S(=O)(=O)N2CCc3ccccc32)cc1C(=O)Nc1ccc(C(F)(F)F)cc1	u
CCOc1ccccc1CNC(=O)c1cc2c(=O)n(Cc3ccco3)ccc2nc1C	u
COc1ccc(CC(=O)NCCc2csc3nc(-c4ccccc4F)nn23)cc1	3%[46 µM]
Cc1ccc(Cn2cc(S(=O)(=O)c3ccc(C)cc3)c(=O)c3cc(F)c(N4CCCC4)cc32)cc1	2%[46 µM]
Cc1ccc(NS(=O)(=O)c2ccc3c(c2)C(C(C)C)C(=O)N3)cc1C (stereo unspecified)	6%[46 µM]
COc1ccc(OCC(=O)NCCS(=O)(=O)N2CCN(c3cccc(Cl)c3)CC2)cc1	-8%[46 µM]
COc1cccc(NC(=O)C(=O)NCCc2csc3nc(-c4ccccc4C)nn23)c1	-5%[46 µM]
COc1ccc(C)cc1-n1cnc2cc(C(=O)NC3CCCCCC3)ccc21	-10%[46 µM]
COc1ccc(N2C(=O)CSC23C(=O)N(Cc2cccc(C(F)(F)F)c2)c2ccccc23)cc1 (stereo unspecified)	u
COc1ccc(-c2c(C)c3ccc(O)c(CN4CCC(C)CC4)c3oc2=O)cc1OC	u
O=C(CSc1n[nH]c(-c2ccccc2)n1)N1CCCCC1	4%[46 µM]

# Part of the list above in order of formula weight, descending.
SMILES	LMNA splice mod
COc1ccc(OCC(=O)NCCS(=O)(=O)N2CCN(c3cccc(Cl)c3)CC2)cc1	-8%[46 µM]
COc1ccc(-c2cn3c(n2)sc2cc(C(=O)Nc4ccc(C)cc4C)ccc23)cc1	16%[46 µM]
CCOc1ccccc1NC(=O)Nc1ccc2nc(N3CCN(C)CC3)cc(C)c2c1	u
COc1ccc(C)cc1-n1cnc2cc(C(=O)NC3CCCCCC3)ccc21	-10%[46 µM]

# Four entries from above, as labelled records.
COc1ccccc1NC(=O)C(C)Sc1nnc2ccc3ccccc3n12 (stereo unspecified)
  LMNA splice mod: u
Fc1ccc(-n2ncc3c(NCCCc4ccccc4)ncnc32)cc1
  LMNA splice mod: -8%[46 µM]
O=C(CSc1nc2ccccc2nc1Cc1ccccc1)Nc1ccccc1C(F)(F)F
  LMNA splice mod: -3%[46 µM]
CCOC(=O)c1cc(-c2ccc(OC)cc2)n(CCC(=O)NCc2ccc(OC)cc2)c1C
  LMNA splice mod: -8%[46 µM]

# Continuation:
SMILES	LMNA splice mod
Cc1cc(NC(=O)CSc2nc(-c3cccc(F)c3)nc3c2c(=O)n(C)c(=O)n3C)no1	-7%[46 µM]
Cc1ccc(-n2ncc(C(=O)N3CCCCC3)c2C2CCN(C(=O)OC(C)(C)C)CC2)cc1C	29%[46 µM]
Cc1ccccc1CNC(=O)c1ccc2nc(C(C)C)oc2c1	16%[46 µM]
CC(C)(C)OC(=O)N1CCC(c2c(C(=O)Nc3ccc4c(c3)OCCO4)cnn2-c2ccccc2)CC1	-1%[46 µM]
Cc1ccc2c(c1)N(S(=O)(=O)c1ccc3c(c1)NC(=O)CC(=O)N3)CCO2	-12%[46 µM]

# Only part of the results is shown; the hit share may differ from the screen's.
